Source: PubChem (several laboratories)
NTR1 ag: agonists of NTR1, primary screen, imaging, U2OS cells, beta-arrestin-GFP, high content (AID 493036) | P30989 | NTR1-U2OS beta-arrestin-GFP spot imaging, agonist mode | activation, % at 20 µM | 0.17% of 330,000 active;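 active = activation at or above 40% of the spot to cytoplasm intensity ratio, with at least 20 cells analyzed; inconclusive = wells under 20 cells, flagged as cytotoxic or low count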;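 note: 0% = DMSO without peptide and 100% = 100 nM NTR1 peptide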
Target sequence (P30989 whole entry, looked up): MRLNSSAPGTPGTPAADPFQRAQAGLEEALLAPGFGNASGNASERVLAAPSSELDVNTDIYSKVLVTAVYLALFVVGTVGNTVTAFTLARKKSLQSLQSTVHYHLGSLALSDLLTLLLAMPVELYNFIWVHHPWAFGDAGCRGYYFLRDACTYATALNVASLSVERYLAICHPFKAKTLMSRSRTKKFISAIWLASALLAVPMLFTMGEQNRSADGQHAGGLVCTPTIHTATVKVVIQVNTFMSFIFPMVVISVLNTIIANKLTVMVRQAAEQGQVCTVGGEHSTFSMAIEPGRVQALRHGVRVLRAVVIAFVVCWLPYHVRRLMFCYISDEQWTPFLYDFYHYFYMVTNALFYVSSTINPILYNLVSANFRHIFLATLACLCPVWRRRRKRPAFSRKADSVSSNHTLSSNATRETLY
Salmonella PhoP GFP: inhibitors of PhoP regulon expression, primary screen, Salmonella Typhimurium, GFP reporter (AID 1863) | S. Typhimurium PhoP-regulated promoter GFP reporter, 4 h; higher % means a stronger effect | inhibition, % at 50 µM, or IC50 in µM where a hit was titrated | 0.16% of 300,000 active;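 active = inhibition over 29.93%, a cutoff 3 SD above the screen mean, later confirmed by dose response; inconclusive = inhibition over 29.93% but no dose response follow-up; inactive = inhibition at most 29.93% or unconfirmed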;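 note: 0% = low Mg2+ inducing control and 100% = high Mg2+ repressing control; strong numbers were not always called active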
TNAP activators: stimulation of alkaline phosphatase TNAP activity – biochemical, luminescent, no phosphate acceptor, uHTS, primary screen (AID 1001). purified TNAP, luminescent activation assay, no phosphate acceptor; higher activation fold means a stronger effect. activation fold at 20 µM, or EC50 in µM where a hit was titrated. 0.03% of 200,000 active; in the data active = activation fold from about 3, or a potency from the dose series; inactive = the rest, 99 in 100 with activation fold below about 1.6; note: many of its hits are not listed in these tables
UTI89 phage lysis: protection from phage-mediated lysis, alamar blue read-out – E. coli UTI89, K1F phage, bacterial capsule biogenesis inhibitors (AID 488966) | E. coli UTI89 K1F phage lysis, alamar blue, 2 h; higher % means a stronger effect | 0.02% of 340,000 active | inhibition, % at 100 µM, or IC50 in µM where a hit was titrated;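 active = phage lysis inhibition, versus mean bacterial control, above a set limit; inconclusive = no clear call, values can overlap the other calls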;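 note: capsule biogenesis inhibitors block K1F phage lysis so surviving cells raise fluorescence; higher fluorescence means more inhibition of phage lysis; actives were called in the ten point dose series up to 300 µM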
Myeloid diff MLP: promotes myeloid progenitor differentiation; calls only at 10 µM; 1% of 360,000 active; ER-HoxA9 myeloid progenitors, lysozyme-GFP differentiation, flow cytometry;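 active = normalized GFP-positive differentiation at or above the plate's own cutoff, the solvent-only control mean plus 3 SD; inconclusive = no clear call, values can overlap the other calls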;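 note: cells exposed to compound for four days before flow analysis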
T cell modulator: modulates CD8 T cell binding to vesicles; 2C CD8+ T cell-vesicle binding, flow cytometry; stronger effect = lower value; calls only at 7 µM; 0.068% of 330,000 active; AID 2052;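 active = response, share of CD8 T cells binding vesicles, and their 90th percentile fluorescence all below set limits, cut at about 80% in these data, passing the limit was not always enough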
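Assay system – 2C mouse CD8+ T cells · Also added – QL9-loaded Drosophila micro-vesicles · Timing – Cell–vesicle co-incubation 1.5 h at 37 °C, staining 20 min on ice · Signal – flow cytometry of vesicle-bound cells · Measure – percent CD8+ FL2 mean versus row control · Controls – Peptide-free naked vesicles (low) and QL9 vesicles with 0.7% DMSO vehicle (high)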
Large T inhibition: SV40 large T antigen inhibitors, biochemical (AID 1903); 0.39% of 310,000 active; one-dose inhibition, % at 20 µM; IC50 in µM for titrated hits; SV40 large T antigen ATPase/helicase inhibition assay; higher % means a stronger effect; in the data active = a potency from the dose series; inconclusive = inhibition mostly from about 32% at the one dose, without a potency; inactive = the rest, 99 in 100 with inhibition below about 32%; note: strong numbers were not always called active
RSV CPE inhibition: RSV antiviral activity via CPE protection, HEp-2 cells, primary 10 µM value included (AID 2391); HEp-2 cells, RSV-induced CPE inhibition; higher % means a stronger effect; one-dose CPE inhibition, % at 10 µM; IC50 in µM for titrated hits; 0.13% of 310,000 active; in the data active = a potency from the dose series; inconclusive = CPE inhibition mostly from about 23% at the one dose, without a potency; inactive = the rest, 99 in 100 with CPE inhibition below about 21%; note: strong numbers were not always called active
MgcRacGAP inhibition: MgcRacGAP GTPase-activating activity inhibitors, confirmation, biochemical, ADP Hunter fluorescence | one-dose inhibition, % at 30 µM; IC50 in µM for titrated hits | MgcRacGAP-stimulated Rac1 GTP hydrolysis, ADP Hunter fluorescence; higher % means a stronger effect; GST-tagged Rac1 F28L mutant substrate | 0.6% of 340,000 active;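 active = first-screen hits whose inhibition reached a set limit at any dose in the follow-up dose series; inconclusive = inhibition above the set first-screen limit but never retested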;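 note: fluorescence reports GDP produced by GAP-driven GTP hydrolysis; strong numbers were not always called active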
T cell modulator vesicle-bound %: recorded beside T cell modulator, whose call it bears; double positive events, %; measured here: CD8+ vesicle-bound cell fraction;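 binding gate set so that unloaded-vesicle control wells show 10% double positive cells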
NTR1 ag cell count 20 µM: also measured in NTR1 ag; calls as there; cell count; measured here: cell count, cytotoxicity flag
Myeloid diff MLP GFP+ MAC1+ %: further read-out of Myeloid diff MLP, marked with its call; GFP+ MAC1+ double positive, %; measured here: differentiation confirmed by MAC1 staining
An asterisk follows results filed as active; i = inactive; ? = inconclusive; · = no result given; [ ] = another dose, or the depositor's remark.

structure,Myeloid diff MLP,NTR1 ag,NTR1 ag cell count 20 µM,Myeloid diff MLP GFP+ MAC1+ %,Large T inhibition,Salmonella PhoP GFP,T cell modulator vesicle-bound %,TNAP activators,RSV CPE inhibition,MgcRacGAP inhibition,UTI89 phage lysis,T cell modulator
COc1ccc(CCNC(=O)Nc2cccs2)c(OC)c1,i,0.1,100,0.3,3%,8%,50,·,4.1%,5%,1.2%,i
Nc1cc(=O)nc(SCC(=O)Nc2ccccc2Cl)n1-c1ccccc1,i,0.2,27,0.2,6%,1%,55,1.1,2.1%,2%,2.5%,i
CC(=O)c1cccc(NC(=O)NCc2ccccn2)c1,i,1.1,56,15,0%,5%,32,1.1,-0.1%,1%,0.5%,i
CCOC(=O)/C=C1\SCC(=O)N1CC(=O)Nc1ccccc1OC(F)F,i,-2.3,74,0.6,16%,1%,36,1.1,1.4%,12%,0.7%,i
O=C(Nc1ccccc1C(=O)N1CCOCC1)c1ccc([N+](=O)[O-])cc1,i,-0.4,95,0.1,5%,10%,54,1.1,0.0%,7%,0.0%,i
OCC1(CC2CCCCO2)CCN(Cc2cccc(O)c2)CC1 (centres undefined),i,1.0,56,1.0,-4%,10%,32,1.1,-1.2%,-1%,-0.4%,i
COc1ccc(Sc2ccc(/C=C3\C(=O)NN(c4ccccc4)C3=O)o2)cc1,?,3.4,34,·,32%,1%,52,0.8,6.5%,15%,1.1%[50 µM],i
COc1ccc(NC(=S)N(CCN2CCOCC2)Cc2cc3cc4c(cc3[nH]c2=O)OCCO4)cc1,i,1.5,57,0.6,2%,1%,6,1.1,-1.8%,9%,-0.6%,i
CCCCNC(=O)CSc1nc2ccc(N3CCOCC3)cc2c(=O)n1CCc1ccccc1,i,17,57,0.6,4%,1%,10,1,8.4%,7%,0.1%,i
O=C(NCCc1ccccc1)c1cccnc1N1CCCCCC1,i,0.0,73,2.4,8%,-3%,24,1.1,0.0%,4%,-0.7%,i
COc1cc(C(=O)NNC(=O)c2nn(C)c(=O)c3ccccc23)cc(OC)c1OC,i,0.5,59,1.0,·,·,36,·,·,6%,0.8%,i
COc1ccc(CNc2ncnc3cc(Cl)ccc23)cc1OC,i,·,·,0.1,7%,6%,·,1,·,16%,5.2%,·
Cc1ccccc1C(=O)NCCNc1ccc([N+](=O)[O-])cc1,i,-0.2,38,0.3,8%,-9%,8,0.9,-0.7%,7%,0.4%,i
Cc1ccsc1C(=O)OCC(=O)NCCNC(=O)COC(=O)c1sccc1C,i,-0.3,58,0.3,11%,2%,18,·,1.1%,0%,0.4%[50 µM],i
Cc1cnc(C(=O)Nc2ccc(S(=O)(=O)N(C(C)C)C(C)C)cc2)cn1,i,3.4,46,0.2,0%,5%,57,·,0.8%,8%,-1.7%,i
O=C(c1ccco1)N1CCN(c2ncnc3sc4c(c23)CCC4)CC1,i,3.9,51,0.7,23%,-8%,21,1.1,?,9%,1.4%,i
CCN(CC)c1ccc2c(C)c(-c3ccc(N)cc3)c(=O)oc2c1,i,3.4,41,0.2,-7%,20%,53,1.1,4.3%,3%,-0.4%,i
Cc1nc2sc(C(c3ccco3)N3CCC4(CC3)OCCO4)c(O)n2n1 (centres undefined),i,0.1,49,8.5,·,·,33,·,2.6%,5%,-0.1%,i
CC1CCCC(C)N1C(=O)CSc1nccc(=O)[nH]1 (centres undefined),i,0.6,70,0.5,24%,6%,54,·,0.3%,5%,0.3%,i
COC(=O)c1ccc(/C=N/OCC(=O)NC2CCCC(C)C2C)cc1 (centres undefined),i,7.0,55,0.0,1%,-24%,22,1.1,7.1%,-8%,5.5%,i
Cc1ccc(Oc2cc(NC(=O)CCCn3nc([N+](=O)[O-])cc3C)cc([N+](=O)[O-])c2)cc1,i,4.3,53,0.6,3%,-1%,42,1.1,18%,7%,1.6%[50 µM],i
COc1ccc2c(=O)c3c(=O)n(Cc4ccco4)c(C(C)C)nc3oc2c1,i,0.2,84,1.1,2%,1%,42,1.1,-0.3%,1%,-0.2%,i
COc1cc(Cl)c(C)cc1NC(=O)CN1CCCCCC1,i,-0.4,52,1.1,8%,-8%,45,·,8.5%,7%,0.5%,i
O=C(N/N=C/c1c[nH]c2ccccc12)C1CC(=O)N(c2ccccc2)C1 (centres undefined),i,1.2,75,0.1,11%,1%,58,1.2,3.1%,5%,2.4%,i
COc1ccc(C(C)=O)cc1COC(=O)Cc1cc(OC)c(OC)c(OC)c1,i,-0.9,46,3.7,25%,5%,19,·,2.0%,8%,0.1%,i
Cc1sc2ncnc(N3CCN(C(=O)c4ccco4)CC3)c2c1C,i,1.0,40,0.3,-1%,12%,45,1.1,15%,6%,1.5%,i
O=C(O)CCCCCNS(=O)(=O)c1c(Cl)cccc1Cl,i,2.3,74,0.9,-7%,-8%,33,1.1,0.6%,11%,0.1%,i
O=C(Nc1ccccc1C(=O)N1CCCCCC1)c1ccccc1Cl,i,3.5,88,0.1,11%,-5%,58,1.1,3.6%,14%,0.0%,i
CC(=O)N1CCCc2cc(S(=O)(=O)N3CCCC(C(=O)N4CCN(c5ccccc5)CC4)C3)ccc21 (centres undefined),i,1.4,62,3.1,11%,2%,26,·,-0.9%,-4%,0.1%,i
CC1CN(C(=O)c2ccn(C)n2)CC(C)O1 (centres undefined),i,0.9,47,0.6,4%,-5%,42,1.1,2.6%,7%,1.3%[50 µM],i
CCCc1ccc(C(=O)CCC(=O)O)cc1,i,-1.0,61,0.7,-3%,33%,19,1.1,-0.9%,5%,-0.4%,i
CC(=O)n1c2ccccc2c2nc(NC(C)C)sc21,i,-3.6,91,0.6,3%,-1%,40,1.5,1.2%,5%,3.2%,i
CC(=O)Nc1ccc(NC(=O)COC(=O)/C(=C/c2ccccc2)n2nnnc2C)cc1,i,7.4,50,0.6,9%,3%,39,·,-0.2%,-5%,-0.2%,i
COc1c(Br)cc(C(N)=O)cc1OCc1ccccc1,i,1.7,91,0.1,5%,0%,58,1.1,?,11%,0.3%,i
Cc1ccc(S(=O)(=O)N2CCCCC2)cc1NC(=O)Cn1cc(C(F)(F)F)ccc1=O,i,-2.3,48,1.4,·,·,40,·,0.9%,8%,0.8%[50 µM],i
COCCCNC(=S)N(CCO)Cc1cc2cc3c(cc2[nH]c1=O)OCCO3,i,0.6,59,0.4,7%,-8%,60,·,-0.7%,-2%,-0.8%,i
CN1CCN(c2ccc(Cl)cc2NC(=O)CC2OC(=O)c3ccccc32)CC1 (centres undefined),i,0.5,51,0.8,14%,-6%,54,·,-2.6%,4%,1.7%[50 µM],i
CC1CN(c2oc(-c3ccccc3Cl)nc2C#N)CC(C)O1 (centres undefined),i,1.2,108,0.4,0%,0%,7,1.1,0.6%,9%,0.1%,i
COc1ccccc1NC(=O)c1ccc(NC(=O)COC(=O)C2CC2C)cc1 (centres undefined),i,-1.6,54,0.6,1%,6%,7,1.1,0.8%,4%,0.0%,i
O=C(COc1cc2oc(=O)c3c(c2cc1Cl)CCC3)NCCCN1CCCC1=O,i,-1.6,48,1.3,8%,-3%,10,·,0.6%,-13%,-0.2%,i
CC(=O)c1cccc(NC(=O)c2ccccc2-c2ccccc2C(=O)O)c1,i,1.2,70,0.3,7%,2%,32,·,0.2%,0%,-2.4%,i
CCC(=O)N1CCc2cc(S(=O)(=O)NCCCN(CC)Cc3ccccc3)ccc21,i,-1.4,84,1.0,10%,-1%,27,1.1,-0.1%,-3%,-1.2%,i
O=C(NCC(=O)N(c1cccnc1)C(C(=O)NC1CCCCC1)c1ccccc1)c1ccco1 (centres undefined),i,-0.5,40,0.4,2%,-4%,27,·,1.2%,9%,0.2%,i
O=C1CSC(=S)N1/N=C/c1ccc2c(c1)OCCO2,i,-0.6,108,0.8,12%,2%,48,·,0.3%,-3%,0.0%,i

Whole records, quoted from the list:
Shown for CCC(=O)N1CCc2cc(S(=O)(=O)NCCCN(CC)Cc3ccccc3)ccc21 → Myeloid diff MLP: i; NTR1 ag: -1.4; NTR1 ag cell count 20 µM: 84; Myeloid diff MLP GFP+ MAC1+ %: 1.0; Large T inhibition: 10%; Salmonella PhoP GFP: -1%; T cell modulator vesicle-bound %: 27; TNAP activators: 1.1; RSV CPE inhibition: -0.1%; MgcRacGAP inhibition: -3%; UTI89 phage lysis: -1.2%; T cell modulator: i
Shown for CN1CCN(c2ccc(Cl)cc2NC(=O)CC2OC(=O)c3ccccc32)CC1 (centres undefined) → Myeloid diff MLP: i; NTR1 ag: 0.5; NTR1 ag cell count 20 µM: 51; Myeloid diff MLP GFP+ MAC1+ %: 0.8; Large T inhibition: 14%; Salmonella PhoP GFP: -6%; T cell modulator vesicle-bound %: 54; TNAP activators: ·; RSV CPE inhibition: -2.6%; MgcRacGAP inhibition: 4%; UTI89 phage lysis: 1.7%[50 µM]; T cell modulator: i
